KKLEB cytotox: counter-screen for CF NF-kB inhibitors: cytotoxicity; KKLEB CF airway cells viability, ATPlite luminescence, overnight; stronger effect = lower value; cells stimulated with P. aeruginosa culture filtrate; activity change (cytotoxicity), % at 5 µM; 0.36% of 360,000 active; AID 602141;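 active means corrected activity change at or below -50% at 5 µM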
HIF-2a block: blocks HIF-2a reporter activity; 786-0 RCC cells HIF-2a reporter, luciferase luminescence, overnight; 0.72% of 360,000 active; inhibition, % at 18.8 µM; AID 624352;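 active means inhibition of the luminescence signal of 40% or more relative to plate controls, in a single-dose primary screen at 18.75 µM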
Shn3 inh set2: Schnurri-3 reporter inhibition in Clone20 osteoblasts | Clone20 osteoblast Shn3 3'UTR firefly luciferase, 24 h | 0.52% of 360,000 active | inhibition, % at 12.5 µM | AID 588674;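 active means mean inhibition of at least 75% with every replicate also reaching 75%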;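 further: 0% = median of neutral control wells and 100% = pilot-screen positive control compound; some compounds past the cut are filed as inactive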
CF NFkB block: blocks PAF-induced NF-kB reporter in cystic fibrosis cells; inhibition, % at 5 µM; KKLEB NF-kB-GFP reporter, GFP fluorescence overnight; 0.86% of 360,000 active; AID 588850;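 active means at least 50% inhibition at 5 µM, scaled per plate between neutral and stimulator controls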;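 further: PAF is a Pseudomonas aeruginosa culture filtrate used as stimulus; plate controls were PAF-stimulated DMSO wells for no effect and unstimulated DMSO wells for full effect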
MITF TRPM1 inh: reduces MITF-dependent TRPM1 promoter luciferase signal | inhibition, % at 12.5 µM | SK-MEL-5 TRPM1 promoter luciferase, 24 h | 0.83% of 330,000 active;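 active means mean inhibition across replicates of 60% or more, whatever share of single replicates reaches that level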; further: values of inactives mirror those of a sister screen read the other way
aDG glyco up: alpha-DG glycosylation activation | Pro5-aDG cells, alpha-DG glycosylation AlphaScreen (IIH6); 0% Pro5, 100% B10-LARGE cell signal | 0.22% of 360,000 active | activation, % at 10 µM;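 active means activation of at least 8% versus controls, or a plate z-score of at least 8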;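 further: Pro5 are CHO cells carrying HIG-tagged alpha-DG that lacks glycosylation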
NR2E3 ag-1: NR2E3 (human) agonism. Q9Y5X4. GST-NR2E3/biotin-RetCOR TR-FRET, 1536-well. inhibition of corepressor binding, % at 4.78 µM. 0.12% of 320,000 active. AID 2300;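 active means percent inhibition above the cutoff of mean plus 3 SD of all tested compounds, set per screening campaign, cut at about 20% in these data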;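 further: 0% = DMSO wells and 100% = biotin wells as full block of FRET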
Target sequence (Q9Y5X4 whole entry, looked up): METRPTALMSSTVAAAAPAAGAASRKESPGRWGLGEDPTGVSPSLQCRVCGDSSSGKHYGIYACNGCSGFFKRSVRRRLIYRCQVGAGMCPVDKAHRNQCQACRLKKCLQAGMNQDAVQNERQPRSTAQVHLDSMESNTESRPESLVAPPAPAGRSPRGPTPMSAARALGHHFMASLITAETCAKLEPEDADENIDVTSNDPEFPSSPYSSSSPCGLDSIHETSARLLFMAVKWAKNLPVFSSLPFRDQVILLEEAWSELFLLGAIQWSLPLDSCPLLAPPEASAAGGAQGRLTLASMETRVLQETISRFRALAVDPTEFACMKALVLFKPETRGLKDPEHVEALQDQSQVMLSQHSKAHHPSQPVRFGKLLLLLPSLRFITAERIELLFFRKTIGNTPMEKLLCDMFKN
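Test system: GST-NR2E3 and biotin-RetCOR proteins | Quantity: 1.35 nM GST-tagged NR2E3 final | Medium: Tris pH 7.5 | Also added: 7 nM biotin-RetCOR | Dosing: Compound at 4.8 µM, single dose | Timing: 5 h at 4 °C | Detection: Time-resolved FRET | Read-out basis: Percent inhibition | Benchmarks: Biotin wells as high control, 0.6% DMSO wells as low control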
TWEAK Fn14 block: blocks TWEAK-Fn14 interaction in a reporter cell assay; 2% of 360,000 active; AID 1159606; TWEAK-stimulated Fn14 reporter cells, luciferase luminescence, 8 h; inhibition, % at 10 µM; in the data active means inhibition above about 50%
Peg3 promoter: inhibitors of Peg3 promoter | inhibition, % at 20 µM | HeLa PEG-Prom luciferase reporter, luminescence, overnight | AID 588405 | 1.7% of 360,000 active;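 active means inhibition of at least 50% at 20 µM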
iPSC survival up: increases survival of single human iPS cells. survival enhancement, % at 20 µM. 0.044% of 360,000 active. hiPSC single-cell survival, ATPlite luminescence; 100% = ROCK inhibitor wells, 0% = DMSO. AID 602274; in the data active means survival enhancement above about 18%;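 further: cells exposed to compounds for 16 hours before the ATP read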
NR2E3 ag-2: activates human NR2E3 receptor. Q9Y5X4. 0.35% of 360,000 active. inhibition of corepressor binding, % at 3.98 µM. AID 602229. CHO-S Gal4-NCOR/VP16-NR2E3 two-hybrid, luciferase;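 active means inhibition above the mean of all tested compounds plus 3 SD, cut at about 70% in these data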;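 further: 0% = DMSO with NR2E3 transfected cells and 100% = cells lacking NR2E3 construct; higher means lower luciferase signal from less NR2E3 corepressor binding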
* marks the source's active call; other numbers are inactive results; . = no result given.

canonical_smiles	KKLEB cytotox	HIF-2a block	Shn3 inh set2	CF NFkB block	MITF TRPM1 inh	aDG glyco up	NR2E3 ag-1	TWEAK Fn14 block	Peg3 promoter	iPSC survival up	NR2E3 ag-2
Cc1sc2ncnc(OCC(=O)N3CCN(S(=O)(=O)c4ccc(Cl)cc4)CC3)c2c1C	-1	19	-70	10	0	0.3	-1	10	13	-2.5	-5
O=C(COC(=O)CCc1ccccc1)NC1CCS(=O)(=O)C1 (stereo not drawn)	-4	17	-1	-10	-1	0.0	2	-14	0	-0.5	-11
Cc1nc(=O)cc(-c2ccccc2)n1-c1ccccc1	-2	7	4	9	-8	-0.1	2	-13	3	1.4	3
COc1ccc(N(CC(=O)N/N=C/c2ccc(F)cc2)S(=O)(=O)c2ccccc2)cc1	-2	10	-6	-10	1	-0.1	3	6	9	2.1	-2
COc1cc2c(cc1OC)C(C(=O)Nc1cc(OC)c(OC)c(OC)c1)C(c1cccnc1)N(C)C2=O (stereo not drawn)	-3	19	2	-4	1	-0.1	-3	7	-15	0.3	4
CN1OC[C@@H]2CN(C(=O)CCc3ccccc3)[C@H](c3ccc(N4CCCCC4)cc3)C[C@@H]21	8	4	-22	-27	.	-0.2	.	-5	0	0.4	-5
CCC[C@H]1CN(c2ccc(OC)cc2)C(=O)[C@@H]1CC(=O)Nc1ccccc1	5	-11	-4	-10	.	-0.2	.	10	11	2.4	-2
C=CC[C@@H](CC(=O)N(CCO)Cc1ccccc1)C(=O)N[C@@H](COC(=O)[C@@H](CC=C)Cc1ccc(F)cc1)Cc1c[nH]c2ccccc12	-6	15	30	30	7	0.9	.	57*	43	-1.9	-25
COC(=O)c1sccc1NC(=O)Nc1cccc(F)c1	3	-16	17	-12	-6	-0.3	0	-4	1	1.9	10
CN(C(=O)c1ccc(NC(=O)Cc2ccc([N+](=O)[O-])cc2)cc1)C1CC1	3	-15	-3	1	-14	0.0	.	-1	8	-0.4	11
Cc1cc(NC(=O)CCN2CCN(C/C=C/c3ccccc3)CC2)ccc1Br	-5	-17	84	3	9	1.2	-4	0	46	0.7	12
O=C(Nc1ccccc1)N1CCN(c2nc(-c3ccccc3)ns2)CC1	-2	-44	65	-6	-8	0.4	-4	16	-21	-0.8	-1
CCc1nc2ccccc2n(CCOCCOCCn2c(=O)c(CC)nc3ccccc32)c1=O	-6	18	6	14	-2	0.1	3	-13	28	2.6	-15
O=C(Cc1c[nH]c2ccccc12)N/N=C/c1ccccc1O	15	-27	16	-15	-11	0.3	1	-20	-2	0.2	-18
COc1cccc(NC(=O)C2(C)CCN2CCc2ccccc2)c1 (stereo not drawn)	-14	20	9	30	.	0.0	.	4	3	-2.2	-15
CC(C)C(=O)Nc1nc2c(ncn2C2CC(O)C(CO)O2)c(=O)[nH]1 (stereo not drawn)	17	5	-1	-12	12	0.5	-2	-14	14	0.5	-6
COc1ccccc1N=Nc1nc(-c2ccccc2)c(-c2ccccc2)[nH]1	32	-198	-10	-68	-7	-0.4	0	23	-39	-0.8	-25
CN(c1ccccc1)S(=O)(=O)c1ccc(C(=O)NCC2CCCO2)cc1 (stereo not drawn)	1	10	.	2	5	-0.5	-1	6	-2	0.1	2
Cn1c(=O)oc2cc(S(=O)(=O)N3CCC(N4CCCCC4)CC3)ccc21	-2	11	2	25	.	-0.5	1	-5	15	-1.0	-16
CCC(CC)C(=O)Oc1c(C(=O)N(C)C)cccc1-c1ccccc1	-20	10	-12	13	-3	0.0	.	-7	8	-2.3	-13
C/C(=N\NC(=S)Nc1cccc(C)c1)c1cccc(N)c1	-2	-80	-5	-3	-6	0.2	0	-17	-107	1.4	-39
COc1ccc(-c2ccccc2)cc1NC(=O)[C@@H]1O[C@H](CO)[C@H](O)[C@H](O)[C@H]1O	0	0	-2	4	.	0.0	.	-9	-2	-0.4	17
NC(=S)N/N=C/c1coc2ccc(Cl)cc2c1=O	6	14	3	35	-17	0.5	0	44	4	-1.4	-11
N#Cc1ccccc1S(=O)(=O)N1CCN(c2cnccn2)CC1	19	1	5	-11	10	-0.1	3	-15	3	0.4	-7
O=C(CCCNS(=O)(=O)c1cccs1)N1CCN(c2ccc(F)cc2)CC1	-7	12	10	-14	7	0.0	-1	3	12	0.0	0
CC(C)c1ccc(/C=C2\C(=O)N(CCN3CCOCC3)C(=S)N2C)cc1	-9	0	-20	17	-4	-0.8	1	31	18	-0.7	-31
COC(=O)[C@@]1(Cc2ccccc2)[C@H]2C(=O)N(Cc3ccccc3)C(=O)[C@H]2[C@H]2CN=C(SC)N21	6	4	3	-24	-7	0.4	.	-8	-3	0.1	1
O=C(NNC(=O)c1cccnc1)Nc1cccc(Cl)c1Cl	-2	6	25	17	-8	-0.3	3	-28	-9	-1.3	-13
COCCOc1ccc(C(F)(F)F)cc1NC(=O)c1ccc(C(F)(F)F)cc1	-8	6	-1	-7	4	-0.1	1	-6	-9	-0.5	12
CCc1cccc(CC)c1NC(=O)/C(C#N)=C/c1ccccc1C(F)(F)F	-56*	92*	-16	69*	89*	0.0	-1	83*	107*	0.2	75*
CN(C)c1nc(N)nc(CSc2nnnn2-c2ccc(C(=O)O)cc2)n1	-1	6	10	-1	0	-0.1	-3	4	14	0.1	23
Cc1occc1C(=O)Nc1cccc([N+](=O)[O-])c1	-2	-8	0	-6	-5	-0.2	-1	0	-33	-0.5	6
O=C(CSc1ccccn1)Nc1nncs1	12	6	7	10	16	-0.2	-3	8	8	-2.7	-1
Fc1ccc(-c2nc3n(n2)Cc2ccccc2-3)cc1	-8	-99	-24	-29	-17	-0.2	8	58*	-154	-4.7	-146
CSc1ccccc1NC(=O)CN(C)C(=O)C(C)SCc1nc2sc(C)c(C)c2c(=O)[nH]1 (stereo not drawn)	1	12	11	16	.	0.3	.	4	17	4.4	0
CCC(C(=O)N1CCN(c2ncccn2)CC1)c1ccccc1 (stereo not drawn)	-18	14	19	-14	4	-0.1	0	-2	-44	-0.5	14
CC1(CSc2ccccc2)CC(=O)N1 (stereo not drawn)	4	9	-2	17	.	-0.1	.	-17	-1	5.0	-5
CCC(NC(=O)Nc1ncccc1C)(C(F)(F)F)C(F)(F)F	7	3	-11	-10	-4	-0.1	-5	8	-5	-1.1	-9
Cc1cc(C(=O)COc2ccc([N+](=O)[O-])cc2)c(C)n1C1CC1	7	-153	-38	10	-41	-0.1	3	-18	-80	-0.4	-60
Cc1nc2ccccc2nc1OCC(=O)N1CCN(c2ccccc2)CC1	0	8	0	8	21	0.1	3	9	8	-3.6	16

Profiles from above. Order of values: KKLEB cytotox | HIF-2a block | Shn3 inh set2 | CF NFkB block | MITF TRPM1 inh | aDG glyco up | NR2E3 ag-1 | TWEAK Fn14 block | Peg3 promoter | iPSC survival up | NR2E3 ag-2
CSc1ccccc1NC(=O)CN(C)C(=O)C(C)SCc1nc2sc(C)c(C)c2c(=O)[nH]1 (stereo not drawn) in the list: 1 | 12 | 11 | 16 | . | 0.3 | . | 4 | 17 | 4.4 | 0
Fc1ccc(-c2nc3n(n2)Cc2ccccc2-3)cc1 in the list: -8 | -99 | -24 | -29 | -17 | -0.2 | 8 | 58* | -154 | -4.7 | -146

(next part)
canonical_smiles	KKLEB cytotox	HIF-2a block	Shn3 inh set2	CF NFkB block	MITF TRPM1 inh	aDG glyco up	NR2E3 ag-1	TWEAK Fn14 block	Peg3 promoter	iPSC survival up	NR2E3 ag-2
CCOC(=O)C1C(C(=O)OCC)C1(c1ccccc1)c1ccccc1 (stereo not drawn)	-6	15	5	6	11	0.0	-1	17	35	-0.9	-8
Cc1ccc(C(=O)Nc2ccccc2C(=O)N2CCOCC2)cc1[N+](=O)[O-]	-11	-27	2	0	-4	-0.2	0	-21	-3	-1.1	-14
COc1ccccc1CNC(=O)[C@@H]1CCCN1C(=O)[C@@H]1Cc2ccccc2CN1C(=O)OC(C)(C)C	-13	-2	2	8	-2	-0.3	1	19	-22	-0.5	7
C[C@@H]1NC(=O)[C@H](CCC(=O)O)NC(=O)c2cc([N+](=O)[O-])cc(F)c2NCCC[C@@H](C(N)=O)NC1=O	-15	5	-18	2	-10	0.3	2	-10	6	4.2	29
Cc1ccccc1[C@@]1(C)ON(c2ccccc2C(F)(F)F)C1=O	5	29	-18	49	26	0.5	-7	28	79*	-0.4	1
O=C(COc1ccc(Cl)cc1Cl)NNC(=O)c1cccnc1	3	-50	-9	2	-12	-0.1	1	4	-35	0.1	-8
COC(=O)c1[nH]nc2c1C(=O)N(Cc1ccccc1)C2=O	3	14	1	-11	0	0.0	3	-6	5	11	-22
CC1(C(=O)Nc2ccc3nc[nH]c3c2)CCN1C(=O)C1(c2ccccc2)CCCC1 (stereo not drawn)	-6	6	-2	-12	.	-0.1	.	15	-2	0.2	15
COC(=O)c1cccc(S(=O)(=O)N2CCCC2)c1	0	18	1	4	-6	0.0	3	3	2	1.1	-24
COCCN(Cc1nc(-c2ccc(C(F)(F)F)cc2)no1)C(C)C	-6	9	-13	17	7	-0.1	5	-5	-6	-1.9	-10
O=C(NC(c1ccc2ccccc2n1)c1cccs1)C1CCN(Cc2cccc(C(F)(F)F)c2)CC1 (stereo not drawn)	-14	-89	45	11	.	0.4	.	-3	-29	8.5	2
COc1ccccc1Oc1ccc(NC(=O)c2ccccc2)cc1	1	-94	0	3	-6	0.3	-4	-20	-71	-1.8	-28
O=C(Nc1ccc(F)c(S(=O)(=O)N2CCOCC2)c1)C1CCCCC1	1	0	2	-8	.	-0.2	2	-12	3	-0.3	9
COc1cc(OC)c(NC(=O)c2sc3ncn(CC(=O)N4CCOCC4)c(=O)c3c2C)cc1Cl	12	-12	1	2	-11	-0.3	8	-31	-14	-0.3	-13
Cc1ccc(N2C(=O)CSC2c2cccs2)cc1 (stereo not drawn)	-9	13	8	-11	7	0.0	2	6	5	-0.1	-19
O=C(COc1ccc(Cl)cc1)Nc1nc(-c2ccncc2)cs1	-29	0	-3	6	-38	0.0	0	5	2	2.1	-26
NC(Cc1ccc(F)cc1)c1csc(Nc2ccc(C(=O)c3ccccc3)cc2)n1 (stereo not drawn)	-38	-7	20	41	.	3.1	.	33	91*	-1.9	17
Cc1n[nH]c(C)c1Sc1ccccc1[N+](=O)[O-]	-11	10	3	30	2	0.0	0	0	-13	-0.2	10
OCc1cccc(-c2csc(C(O)c3ccccc3)n2)c1 (stereo not drawn)	2	-90	6	-5	.	-0.2	.	8	-116	2.5	-61
Cc1ccc(C(=O)Nc2cc(C)nn2CCC#N)cc1	17	6	-25	-5	9	0.0	1	13	8	-0.5	-10
COc1ccccc1CC(=O)Nc1ccc([N+](=O)[O-])cc1OC	-11	21	-12	-18	-5	0.0	-2	7	-16	0.4	8

Bioassay records: PubChem, several laboratories
